VHR inh color: VHR1 (DUSP3) phosphatase inhibition; P51452; recombinant VHR phosphatase, colorimetric substrate read-out; inhibition, % at 20 µM; hit rate 0.7% among 50,000; in the data active = inhibition above about 60%; note: some results filed as inactive read as strong as hits
Target sequence (P51452 whole entry, looked up): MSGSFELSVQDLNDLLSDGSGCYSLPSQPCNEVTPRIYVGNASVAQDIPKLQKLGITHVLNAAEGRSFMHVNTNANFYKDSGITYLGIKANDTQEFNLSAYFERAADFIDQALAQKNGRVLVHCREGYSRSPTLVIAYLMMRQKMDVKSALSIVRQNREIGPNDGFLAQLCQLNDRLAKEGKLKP
The depositor's hits bear a star. Only part of the results is shown; rates above refer to the full screens.

Start of the listing, in advance:
SMILES	VHR inh color
COc1ccc(C(=O)Nc2ccccc2C(=O)O)cc1[N+](=O)[O-]	-12.2
COC(=O)C1=C(C)NC(C)=C(C(=O)OC)C1c1ccc(OCC(N)=O)cc1	5.3
COC(=O)c1ccc(C(=O)Nc2cc(Cl)ccc2Cl)cc1NC(=O)c1ccccc1C	-33.4
CC(=O)N1c2ccccc2N(Cc2ccc([N+](=O)[O-])cc2)C(=O)C1(C)C	-6.4
CCOC(=O)c1c(N)sc(C(=O)Nc2cccc(OC)c2)c1C	39.4
COC(=O)C1=C(C)N(c2ccc(C)cc2)/C(=C\c2ccc(OCC(=O)Nc3ccccc3Cl)cc2)C1=O	-12.7
COc1cc(C2Nc3ccccc3NC3=C2C(=O)CC(c2ccc(Cl)cc2)C3)cc(OC)c1OC (stereo not drawn)	-46.5
CCOc1ccc2cc(S(=O)(=O)N3CCC(C)CC3)ccc2c1	-14.4
COc1ccc(C2/C(=C(\O)c3ccc(Cl)cc3)C(=O)C(=O)N2CCCn2ccnc2)cc1 (stereo not drawn)	-14.9
Cc1cc(Cl)ccc1OCC(=O)NNC(=O)c1cc(Cl)ccc1O	1.7
COc1cccc(/C=N/NS(C)(=O)=O)c1	-5.9
CCCNC(=O)c1nn2c(C(F)(F)F)cc(-c3ccccc3)nc2c1Cl	-7.3
COc1ccc(C(=O)N2CCN(S(C)(=O)=O)CC2)cc1	-6.9
COc1ccc(NC(=O)CN(c2ccc(F)cc2)S(=O)(=O)c2ccccc2)cc1OC	6.6
O=C(Nc1ccccc1C(=O)N1CCN(Cc2ccccc2)CC1)c1ccc([N+](=O)[O-])cc1	7.2
O=C(NC(NC(=S)Nc1ccc(Cl)cc1Cl)C(Cl)(Cl)Cl)c1ccccc1Cl (stereo not drawn)	15.0
CCOc1cc(/C=N/NC(=O)c2cc(C)[nH]n2)ccc1Oc1ccc([N+](=O)[O-])cc1[N+](=O)[O-]	15.1
COc1cccc(NC(=O)c2cc([N+](=O)[O-])ccc2Br)c1	-13.6
Cc1ccc(N2C(=O)c3cccc([N+](=O)[O-])c3C2=O)c(C)c1	-24.1
Cc1nnc(N/N=C/c2ccccc2Br)[nH]c1=O	1.9
CCOC(=O)/C(C(=O)Nc1ccc(Br)cc1)=C1\NC(C)(C)Cc2ccccc21	-15.4
C/C(=C\c1ccccc1)C(=O)c1c(C)cc(C)[nH]c1=O	-9.4
N/C(=N\OC(=O)c1ccccc1I)c1cccnc1	4.5
Oc1ccc(Br)cc1CN1CCN(Cc2ccccn2)CC1	-14.3
Cc1ccc2cc(C)c(NCCO)nc2c1	-4.2
O=[N+]([O-])c1cccc(/C=N/Nc2c(Cl)cc(Cl)cc2Cl)c1	-4.6
COc1ccc(Br)cc1C(=O)Nc1nc(-c2ccccc2)cs1	-8.1

The whole of this part, from the first entry:
SMILES	VHR inh color
COc1ccc(C(=O)Nc2ccccc2C(=O)O)cc1[N+](=O)[O-]	-12.2
COC(=O)C1=C(C)NC(C)=C(C(=O)OC)C1c1ccc(OCC(N)=O)cc1	5.3
COC(=O)c1ccc(C(=O)Nc2cc(Cl)ccc2Cl)cc1NC(=O)c1ccccc1C	-33.4
CC(=O)N1c2ccccc2N(Cc2ccc([N+](=O)[O-])cc2)C(=O)C1(C)C	-6.4
CCOC(=O)c1c(N)sc(C(=O)Nc2cccc(OC)c2)c1C	39.4
COC(=O)C1=C(C)N(c2ccc(C)cc2)/C(=C\c2ccc(OCC(=O)Nc3ccccc3Cl)cc2)C1=O	-12.7
COc1cc(C2Nc3ccccc3NC3=C2C(=O)CC(c2ccc(Cl)cc2)C3)cc(OC)c1OC (stereo not drawn)	-46.5
CCOc1ccc2cc(S(=O)(=O)N3CCC(C)CC3)ccc2c1	-14.4
COc1ccc(C2/C(=C(\O)c3ccc(Cl)cc3)C(=O)C(=O)N2CCCn2ccnc2)cc1 (stereo not drawn)	-14.9
Cc1cc(Cl)ccc1OCC(=O)NNC(=O)c1cc(Cl)ccc1O	1.7
COc1cccc(/C=N/NS(C)(=O)=O)c1	-5.9
CCCNC(=O)c1nn2c(C(F)(F)F)cc(-c3ccccc3)nc2c1Cl	-7.3
COc1ccc(C(=O)N2CCN(S(C)(=O)=O)CC2)cc1	-6.9
COc1ccc(NC(=O)CN(c2ccc(F)cc2)S(=O)(=O)c2ccccc2)cc1OC	6.6
O=C(Nc1ccccc1C(=O)N1CCN(Cc2ccccc2)CC1)c1ccc([N+](=O)[O-])cc1	7.2

At a glance, some entries already given:
SMILES	VHR inh color
COc1ccc(C(=O)Nc2ccccc2C(=O)O)cc1[N+](=O)[O-]	-12.2
COC(=O)C1=C(C)NC(C)=C(C(=O)OC)C1c1ccc(OCC(N)=O)cc1	5.3

The list continues.
SMILES	VHR inh color
O=C(NC(NC(=S)Nc1ccc(Cl)cc1Cl)C(Cl)(Cl)Cl)c1ccccc1Cl (stereo not drawn)	15.0
CCOc1cc(/C=N/NC(=O)c2cc(C)[nH]n2)ccc1Oc1ccc([N+](=O)[O-])cc1[N+](=O)[O-]	15.1
COc1cccc(NC(=O)c2cc([N+](=O)[O-])ccc2Br)c1	-13.6
Cc1ccc(N2C(=O)c3cccc([N+](=O)[O-])c3C2=O)c(C)c1	-24.1
Cc1nnc(N/N=C/c2ccccc2Br)[nH]c1=O	1.9
CCOC(=O)/C(C(=O)Nc1ccc(Br)cc1)=C1\NC(C)(C)Cc2ccccc21	-15.4
C/C(=C\c1ccccc1)C(=O)c1c(C)cc(C)[nH]c1=O	-9.4
N/C(=N\OC(=O)c1ccccc1I)c1cccnc1	4.5
Oc1ccc(Br)cc1CN1CCN(Cc2ccccn2)CC1	-14.3
Cc1ccc2cc(C)c(NCCO)nc2c1	-4.2
O=[N+]([O-])c1cccc(/C=N/Nc2c(Cl)cc(Cl)cc2Cl)c1	-4.6
COc1ccc(Br)cc1C(=O)Nc1nc(-c2ccccc2)cs1	-8.1
COc1ccc(Cl)cc1NS(=O)(=O)c1cccc([N+](=O)[O-])c1	-2.6
O=C(COc1ccc(Br)cc1)N1CCCCC1	-12.7
COc1ccc(NC(=O)c2cc3cc(Br)ccc3oc2=O)c(OC)c1	-15.6
Cc1ccc(C(=O)NC(=S)NCCCN2CCOCC2)cc1	2.1
CC1=C(C(=O)OCc2ccccc2)C(c2ccccc2Cl)C2=C(CCCC2=O)N1 (stereo not drawn)	0.0
COc1ccccc1NC(=O)C1=C(C)NC(=O)NC1c1ccc(C(C)C)cc1 (stereo not drawn)	0.5
CCOc1ccc(NC(=O)CSc2nc3ccccc3[nH]2)cc1	-7.3
Cc1ccc(C23CC4CC(CC(C(=O)NC5CCCCC5)(C4)C2)C3)cc1	-0.4
O=C(O)CN1C(=O)/C(=C\c2cc([N+](=O)[O-])ccc2Cl)SC1=S	-3.9
COc1ccc(CCNC(=O)C2CN(S(=O)(=O)c3ccccc3)CCN2S(=O)(=O)c2ccccc2)cc1OC (stereo not drawn)	-9.9
O=[N+]([O-])c1ccccc1S(=O)(=O)Nc1ccccc1	-15.6
CCOC(=O)C1=C(O)/C(=C/c2ccc(O)c(OCC)c2)SC1=Nc1ccccc1	-1.0
O=C(NCC1(c2ccccc2)CCOCC1)c1cccc(Cl)c1	-4.9
CC(C)(C)C(=O)Nc1ccc(C(=O)Nc2cccc(I)c2)cc1	-16.1
O=C(Nc1ccc(Oc2ccc(NC(=O)C3CCCCC3)cc2)cc1)C1CCCCC1	-22.0
CC(C)(C)C1(O)CC(c2ccccc2)=NO1 (stereo not drawn)	21.0
COc1ccc(NC(=S)NCc2cccnc2)cc1	-0.2
CCN(CC)CCCCOc1ccccc1[N+](=O)[O-]	-11.5
O=C(Nc1ncc(Cc2ccc(F)cc2)s1)C1CCCO1 (stereo not drawn)	-5.6
N#CC1=C(N)C(C#N)(C#N)C(c2cccc(Br)c2)C=C1C1CC1 (stereo not drawn)	-13.8
CCN(CC)c1ccc(/C=N\N2CCN(Cc3ccc(C)cc3)CC2)c(O)c1	8.7
CN(C)c1ccc(/C=C/C=C/c2cc[n+](CCCS(=O)(=O)[O-])cc2)cc1	99.8*
CCOc1cc(/C=c2\sc3nc4ccccc4n3c2=O)cc(Cl)c1OCCOc1ccccc1C	9.5
CN1C(=O)NC(=O)/C(=C/c2ccc(-c3ccccc3[N+](=O)[O-])o2)C1=O	4.7
CCOc1ccccc1NC(=O)C(=O)NCc1ccc2c(c1)OCO2	-5.5
COc1ccc(CCNC(=S)Nc2cccc(C(F)(F)F)c2)cc1OC	20.0
CCOC(=O)c1c(NC(=O)COc2ccc(Cl)cc2)sc(C(=O)Nc2ccccc2F)c1C	12.9
CCOc1cc(C(=O)Nc2ccc(OCc3ccccc3)cc2)cc(OCC)c1OCC	-0.8
CC(Oc1ccc(Cl)cc1Cl)C(=O)Nc1ccccn1 (stereo not drawn)	-13.4
Cc1ccc(NC(=O)CC2S/C(=N\N=C3/CCCc4ccccc43)NC2=O)cc1Cl (stereo not drawn)	8.6
COc1ccccc1NC(=O)CCC1CCCC1	-2.8
C=CCn1c(SCC(=O)N2c3ccccc3C(C)(c3ccccc3)CC2(C)C)nnc1-c1ccncc1 (stereo not drawn)	8.6
O=C(Nc1ccc2ccccc2c1)c1ccccc1C(F)(F)F	-5.0
COC(=O)C1=C(C)NC(C)=C(C(=O)OC)C1c1cn(-c2ccccc2)nc1-c1ccc(OC)c(Cl)c1	-7.5
CCOc1ccccc1/C=N\n1c(C)nnc1C	-16.0
C=CCn1c(SCC(=O)NCCO)nc2sc3c(c2c1=O)CCCC3	-0.4
COc1cc(OC)cc(C(=O)N2CCN(Cc3cc(OC)ccc3OC)CC2)c1	-19.1
CCOC(=O)C1=C(CC)NC2=C(C(=O)CCC2)C1c1ccc(-c2ccccc2)cc1 (stereo not drawn)	-13.5
O=C(Nc1ccc2c(c1)OCCO2)C(c1ccccc1)c1ccccc1	-1.3
CS(=O)(=O)N1CCN(C(=O)c2ccccc2F)CC1	-15.6
CCc1ccc(NC(=O)c2cc3n(n2)C(C(F)(F)F)CC(c2ccc(Cl)cc2)N3)cc1 (stereo not drawn)	-5.3
COc1cc(/C=C2/C(=O)NN(c3ccccc3)C2=O)ccc1OC(C)=O	-1.2
CCOC(=O)c1sc(NC(=O)C2COc3ccccc3O2)c(C(=O)OCC)c1C (stereo not drawn)	-20.7
Cc1ccc(C(=O)Nc2ccc(S(=O)(=O)N3CCc4ccccc43)cc2)cc1	0.4
CC(C)(C)C1=NN(C(=O)c2ccccc2)C(O)(C(C)(C)C)C1 (stereo not drawn)	1.4
Oc1c(Cl)cc(Cl)cc1C=Nc1cccc(C(F)(F)F)c1	-12.3
Clc1ccccc1-c1ccc(/C=N/Nc2nc(N3CCOCC3)nc(N3CCOCC3)n2)o1	-20.9
CCCCOC(=O)c1ccc(NC(=O)CSc2nc3ccccc3o2)cc1	-1.0
(more compounds)
SMILES	VHR inh color
NS(=O)(=O)c1ccc(-c2ccc(/C=C3\Sc4ccccc4C3=O)o2)cc1	102.0
NC(=O)c1cc(NC(=O)c2cccs2)cc(C(N)=O)c1	-27.6
COc1ccc(Cl)cc1C(=O)Nc1ccc2c3c(cccc13)CC2	-7.6
N/C(=N\S(=O)(=O)c1ccc(Cl)cc1)c1ccc(Cl)cc1	-24.8
CCOc1ccc(C(=O)Nc2ccc([N+](=O)[O-])cc2OC)cc1Br	-3.8
c1ccc(Cn2c(COc3ccccc3)nc3ccccc32)cc1	-1.6
Cc1ccc(-c2nc(N/N=C/c3ccccc3O)c3ccccc3n2)cc1	-13.2
COc1ccc(NC(=O)CN(c2ccc(C)cc2)S(=O)(=O)c2ccc(F)cc2)cc1OC	-3.2
O=S1(=O)NC(=NC2CCCC2)c2ccccc21	-7.6
O=C(CC(Nc1ccc([N+](=O)[O-])cc1)c1ccc(Br)cc1)c1ccc(Cl)cc1 (stereo not drawn)	-3.3
CCOC(=O)Cc1csc(NC(=O)COc2cccc(Cl)c2)n1	-17.1
COc1cc(/C=C/[N+](=O)[O-])cc(Br)c1OC(C)=O	-4.9
COc1cc(C2Nc3ccccc3C(=O)N2c2ccc(C)cc2)cc(OC)c1OC (stereo not drawn)	2.2
O=C(O)CC1S/C(=N/N=C/c2ccc([N+](=O)[O-])cc2)N(c2ccc(O)cc2)C1=O (stereo not drawn)	-10.1
CCOC(=O)C1=C(O)/C(=C/c2cc(C)n(-c3ccccc3)c2C)N=C1C	30.8
CCOC(=O)c1c(NC(=O)c2cc(-c3ccccc3)nc3ccccc23)sc(C(N)=O)c1C	-16.4
O=C(NCC1CCCO1)c1ccc(F)c2ccccc12 (stereo not drawn)	8.1
O=C(Nc1ccc2c(c1)OCO2)c1ccc(C#CC2(O)CCCCC2)cc1	8.9
O=C(NCc1ccccn1)C(=O)Nc1ccc(F)cc1	-8.3
Nc1cc(NCCCC(=O)O)ccc1[N+](=O)[O-]	20.9
O=C(c1cccc([N+](=O)[O-])c1)c1ccc2c(c1)C(=O)N(c1ccccc1C(=O)O)C2=O	-7.8
COc1ccc(NC(=O)N2CCOCC2)c(OC)c1	0.8
CCOc1cc(/C=N/Nc2nc(N3CCOCC3)nc(N3CCOCC3)n2)ccc1OCc1ccccc1	-18.9
CCOc1ccc(N(CC(=O)N2CCN(c3ccccc3OC)CC2)S(C)(=O)=O)cc1	1.0
COc1ccc(-c2cc(-c3ccccc3)nc(N/N=C/c3ccccc3O)n2)cc1	-0.4
Cc1cccc(-n2c(C)cc(/C=N/n3cnnc3)c2C)c1	-12.3
O=C(O)c1ccc(/C=N/c2ncn[nH]2)cc1	-14.6
CCCCOc1ccc2c(=O)c(-c3ccccc3OC)coc2c1	0.3
CCCOC(=O)c1c(NC(=O)CCCC(=O)O)sc2c1CCC(C)C2 (stereo not drawn)	-1.9
C(=N\N1CCN(c2ccccc2)CC1)/c1ccc(-c2ccccc2)cc1	-6.6
